Screening results from PubChem BioAssay.
V1aR counter: agonists of human V1a receptor, primary screen, counter-screen for OXTR agonist project, fluorescence, CHO-V1R cells; activation, % at 3 µM; Fluo-8 calcium fluorescence, agonist mode; 0% DMSO, 100% 3 nM vasopressin; 0.25% of 320,000 active;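 active means activation above the mean activation of all tested compounds plus 3 SD, per screening run, cut at about 20% in these data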;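 further: signal is peak over basal fluorescence ratio across a 100 second FLIPR read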
Target sequence (P37288 whole entry, looked up): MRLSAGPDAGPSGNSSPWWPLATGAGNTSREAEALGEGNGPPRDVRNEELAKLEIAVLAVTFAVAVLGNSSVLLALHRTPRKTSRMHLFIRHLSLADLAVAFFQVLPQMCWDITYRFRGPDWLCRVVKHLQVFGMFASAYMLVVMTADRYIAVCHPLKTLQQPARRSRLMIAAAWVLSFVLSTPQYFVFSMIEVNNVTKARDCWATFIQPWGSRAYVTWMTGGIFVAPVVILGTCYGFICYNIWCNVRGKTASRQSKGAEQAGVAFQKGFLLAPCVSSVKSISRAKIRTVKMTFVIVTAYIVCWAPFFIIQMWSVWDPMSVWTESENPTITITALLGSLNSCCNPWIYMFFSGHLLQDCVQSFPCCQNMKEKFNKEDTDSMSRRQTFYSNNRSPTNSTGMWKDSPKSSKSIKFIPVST
CHO parental Ca: ATP-evoked calcium signal inhibitors, parental CHO, primary screen, counter-screen for OX1R antagonist project, cell-based, fluorescence, Fluo-8 calcium dye. inhibition, % at 5.6 µM. parental CHO-K1, ATP-induced calcium, Fluo-8 fluorescence. 0.63% of 330,000 active;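 active means inhibition above that plate's mean sample inhibition plus 3 SD, cut at about 26% in these data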;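 further: 0% = ATP-challenged DMSO wells and 100% = DMSO wells without ATP; some compounds past the cut are filed as inactive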
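Test system: untransfected parental CHO cell line; also added: ATP stimulus; dosing: 5.6 µM, single dose; signal: calcium-sensitive Fluo-8 fluorescence; measure: percent inhibition of ATP-evoked calcium rise, normalized to controls; benchmarks: low control ATP plus DMSO, high control DMSO only; replication: one well per compound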
CHO-K1 Ca antag: counter-screen for M1 antagonists: effect in parental CHO-K1 cells | ATP-induced calcium, Fluo-8 fluorescence | inhibition, % at 3 µM | 0.6% of 360,000 active | AID 602250;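 active means inhibition above a per-plate cutoff, the plate's mean sample inhibition plus 3 SD, cut at about 24% in these data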;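 further: 0% = DMSO plus EC80 ATP and 100% = DMSO alone without ATP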
M1 ag parental: counter-screen for M1 agonists: effect in parental CHO-K1 cells | Fluo-8 calcium fluorescence; scaled to maximal ATP response, vehicle zero | activation, % at 3 µM | 0.48% of 360,000 active; in the data active means activation above about 15%;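 further: untransfected CHO-K1 host cells lacking M1 receptor as counterscreen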
OXTR agonist: human OXTR agonists, primary screen, fluorescence, CHO-OTR cells, Fluo-8 calcium; Oxytocin receptor (Homo sapiens), P30559; Fluo-8 calcium fluorescence; normalized: DMSO 0%, oxytocin 100%; activation, % at 3 µM; 0.32% of 320,000 active; AID 2435, 2010;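 active means activation above the mean of all tested compounds plus 3 SD, cutoff set per screening run, cut at about 20% in these data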;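 further: peak over basal fluorescence ratio from a 100 s FLIPR kinetic read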
CHO-K1 Ca PAM: nonselective calcium activators in parental CHO-K1 cells, primary screen, counter-screen for M1 PAM project, cell-based, Fluo-8 calcium fluorescence, full deck, 1536-well. 0.02% of 360,000 active. AID 602247, 2012. activation, % at 3 µM. ATP EC20; 0% at ATP EC20, 100% at ATP max;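 active means activation above the run cutoff, the mean activation of all test compounds plus 3 SD, cut at about 40% in these data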;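 further: peak over basal fluorescence ratio in a 140 s read after ATP addition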
OXTR potentiate: human OXTR potentiators, primary screen, fluorescence, CHO-OTR cells, Fluo-8 calcium | Oxytocin receptor (Homo sapiens), P30559 | Fluo-8 calcium fluorescence, potentiator mode; 0% = oxytocin EC15, 100% = EC100 | activation, % at 3 µM | 0.061% of 320,000 active | AID 2445, 2010;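 active means activation above that plate's cutoff, the mean activation of tested compounds plus 3 SD, cut at about 6.6% in these data, passing the limit was not always enough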;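 further: 100% uses oxytocin at 75 nM as the full agonist control; some results filed as inactive read as strong as hits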
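Replication – single well per compound, singlicate · Assay system – CHO cell line stably expressing human OTR · Timing – 6 min pre-incubation, 100 s read · Measure – normalized max/min fluorescence ratio, % activation · Doses – 3.0 µM, one dose · Detection – Fluo-8 calcium dye fluorescence · Probe or stimulus – oxytocin near EC15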
GPR7 antagonist: GPR7 receptor antagonists, primary screen, cell-based, fluorescence, single concentration; AID 1861, 2009; 1.1% of 290,000 active; inhibition, % at 4.4 µM; GPR7-expressing cells, fluorescence antagonist assay; Neuropeptides B/W receptor type 1 (Homo sapiens), P48145; in the data active means inhibition above about 16%, passing the limit was not always enough;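 further: cells stimulated with the agonist NPW; 0% = agonist with vehicle and 100% = vehicle without agonist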
Target sequence (P48145 whole entry, looked up): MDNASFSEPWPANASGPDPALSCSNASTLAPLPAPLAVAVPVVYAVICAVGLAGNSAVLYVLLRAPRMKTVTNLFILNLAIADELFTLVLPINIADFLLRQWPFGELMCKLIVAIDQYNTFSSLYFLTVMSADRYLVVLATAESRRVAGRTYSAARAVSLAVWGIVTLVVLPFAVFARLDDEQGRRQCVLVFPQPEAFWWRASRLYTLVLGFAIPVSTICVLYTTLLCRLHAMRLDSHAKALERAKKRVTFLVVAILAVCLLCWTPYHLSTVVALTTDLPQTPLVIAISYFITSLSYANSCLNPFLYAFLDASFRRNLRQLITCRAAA
TAAR1 antag: human TAAR1 antagonists, primary screen, Fluo-8 calcium fluorescence, CHO RD-HGA16 cells | inhibition, % at 3 µM | Trace amine-associated receptor 1 (Homo sapiens), Q96RJ0 | AID 624466, 2012 | antagonist | 1.5% of 360,000 active;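 active means inhibition above a per-plate cutoff, the mean inhibition of test compounds on that plate plus 3 SD, cut at about 49% in these data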;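 further: 0% = DMSO plus EC80 beta-PEA response and 100% = DMSO alone without agonist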
Target sequence (Q96RJ0 whole entry, looked up): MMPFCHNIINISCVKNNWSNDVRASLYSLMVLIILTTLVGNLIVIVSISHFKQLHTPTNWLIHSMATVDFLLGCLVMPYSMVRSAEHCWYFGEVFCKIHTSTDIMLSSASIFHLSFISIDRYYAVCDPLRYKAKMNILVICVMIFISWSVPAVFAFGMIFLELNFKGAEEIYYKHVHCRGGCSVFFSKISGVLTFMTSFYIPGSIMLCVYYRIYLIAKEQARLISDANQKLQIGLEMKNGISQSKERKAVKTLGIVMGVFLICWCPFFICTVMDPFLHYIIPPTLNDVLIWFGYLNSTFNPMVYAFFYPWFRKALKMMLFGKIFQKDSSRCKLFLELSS
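test system = CHO RD-HGA16 cells bearing hTAAR1 | replication = singlicate | controls = DMSO-only wells and EC80 β-PEA-stimulated wells | reagent = EC80 β-phenethylamine stimulus | read-out basis = percent inhibition of PEA-evoked calcium signal, max/basal emission ratio | schedule = seeding 17-24 h prior, 75-min 37 °C, 30-min RT dye loading | signal = kinetic Fluo-8 calcium fluorescence measurement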
The depositor's hits bear a star; nt = not tested or not shown.

Value order – V1aR counter	CHO parental Ca	CHO-K1 Ca antag	M1 ag parental	OXTR agonist	CHO-K1 Ca PAM	OXTR potentiate	GPR7 antagonist	TAAR1 antag
CCc1nc2cccnc2n1-c1ccc(CC(=O)NC(C)CC)cc1 (stereo unspecified)
    nt	nt	-1	1.0	nt	-4	nt	-9	-7
CCOC(=O)C(=O)N1CCN(c2cc3c(cc2[N+](=O)[O-])n(C)c(=O)n3C)CC1
    1.8	-2	-12	1.7	1.1	23	-2	-10	3
Cc1cccc(N(C(=O)c2ccc(Cl)cc2)C2CS(=O)(=O)CC2OC(=O)c2ccc(Cl)cc2)c1 (stereo unspecified)
    -0.2	-15	-14	0.6	-0.5	20	-6	-19	-41
Cc1ccc2c(c1)C1CN(C)CCC1N2S(=O)(=O)c1ccc(Oc2ccc([N+](=O)[O-])cc2)cc1 (stereo unspecified)
    10	13	10	0.6	6.6	-13	-8	14	13
Cc1cc2c(cc1S(=O)(=O)Nc1cccc(F)c1)n(C)c(=O)c(=O)n2C
    0.7	-3	15	-0.6	0.7	-4	-6	-1	0
COc1ccc(-c2coc3cc(OC)ccc3c2=O)cc1
    nt	nt	2	0.2	nt	7	nt	nt	-15
CCOC(=O)C(C(=O)OCC)C(Nc1cccc(Br)c1)c1ccccc1 (stereo unspecified)
    -0.1	-6	10	-0.3	-1.4	3	5	-13	14
CC(=O)N[C@H]1C(O)O[C@H](CO)[C@@H](O)[C@@H]1O (stereo partly specified)
    1.4	-2	4	-0.1	0.1	4	3	nt	-28
COc1ccc(CNC(=O)C(=O)NCC2CCCN2S(=O)(=O)c2cccs2)cc1 (stereo unspecified)
    1.1	14	-6	0.8	-1.3	3	-14	nt	-12
Cc1nc2ccc(N)cc2c(=O)n1Cc1ccc(Cl)cc1
    6.8	-13	-14	1.2	1.6	15	-10	-4	-10
CCOC(=O)C1=C(CSCc2ccccc2)NC(=O)NC1c1cc(C)ccc1C (stereo unspecified)
    -0.6	-33	-52	0.7	-0.8	26	4	0	-13
O=S(=O)(NC1=NCCC1)c1cccc(NS(=O)(=O)c2ccc(F)c(Cl)c2)c1
    -0.8	-12	-19	-0.1	1.6	-6	-1	nt	-11
Cc1oc(-c2cccs2)nc1CN1CCN(C(C)C)C(CCO)C1 (stereo unspecified)
    1.0	-3	-9	2.3	0.3	25	5	-15	-28
Cc1cc(C)c(S(=O)(=O)c2cccc(Br)c2C)c(Cl)n1
    nt	nt	-15	2.7	nt	14	nt	-16	-14
O=C(NNC(=O)c1cccc(Cl)c1)NNC(=O)c1cccc(Cl)c1
    -1.0	-12	-25	1.2	1.0	9	7	nt	-21
Cc1cc(Br)c(S(=O)(=O)NCc2cccnc2)cc1C
    1.0	-15	-5	0.4	-0.6	-5	-9	-10	-17
COc1cc(CCN(C(=O)c2cccc(S(C)(=O)=O)c2)C(CCc2ccccc2)c2nc3ccccc3[nH]2)cc(OC)c1 (stereo unspecified)
    nt	nt	10	2.3	nt	-5	nt	nt	22
O=C1NC(=Nc2cccc(O)c2)S/C1=C\c1cccc([N+](=O)[O-])c1
    -1.3	-10	11	7.6	-0.6	7	-1	-18	18
CC(C)CC(CO)N1CCN(C(=O)c2ccc(Cl)c(Cl)c2)CCC1=O (stereo unspecified)
    0.2	-20	-11	1.0	1.0	14	-7	nt	11
Cc1nnnn1/C(=C\c1ccccc1)C(=O)OCC(=O)NC1CCCCC1
    6.3	7	10	5.2	5.0	-7	-11	nt	-4
NC1=CC(=O)C(=O)c2cccnc21
    nt	nt	-14	0.7	nt	30	nt	nt	-28
CCC(=O)N1CCc2cc(S(=O)(=O)CCC(=O)O)ccc21
    1.6	-8	-11	0.5	1.5	13	4	8	3
CN(C)S(=O)(=O)c1ccc(NC(=O)Cn2c(-c3ccccc3)noc2=O)cc1
    0.3	-4	0	0.5	0.5	-4	-7	-1	-7
Cc1ccc(S(N)(=O)=O)cc1NC(=O)/C=C/c1ccc2c(c1)OCO2
    0.1	5	-14	0.2	0.0	14	-7	-4	1
CCOC(=O)c1nnn(-c2nonc2N)c1-c1ccc(Br)cc1
    0.3	-7	-4	0.3	-0.9	12	-31	-4	8
COCCNc1nc2ccccc2nc1NS(=O)(=O)c1ccc(C)cc1C
    -0.7	-13	-5	0.1	-1.5	6	-14	-1	-26
O=C(c1ccc2c(c1)OCO2)[C@@H]1[C@@H]2C(=O)N(C3CCCCC3)C(=O)[C@@H]2C2c3ccccc3C=CN21 (stereo partly specified)
    nt	nt	2	2.9	nt	13	nt	-6	38
CCOC(=O)Nc1ccccc1N1C(=O)c2ccccc2C1=O
    -1.1	-8	-7	0.2	1.5	12	-2	-4	-4
Cc1ccc2oc(=O)c3cnn(CC(=O)N4CCCCC4C)c3c2c1 (stereo unspecified)
    -0.4	-12	-1	-0.2	0.1	11	-4	1	-22
NC(=O)c1ccc(-n2nnnc2SCc2ccc(F)cc2)cc1
    2.4	15	5	0.5	2.9	12	-13	-12	-1
O=C(NCc1cccnc1)NC1(c2ccccc2)CC1
    0.4	-3	5	-0.1	0.1	-9	-4	10	2
CC(=O)Oc1ccccc1C(=O)N1CCN(S(=O)(=O)c2ccc3ccccc3c2)CC1
    4.5	-2	-6	2.3	-0.2	-2	-16	-3	0
CC1(C)Cc2c(c(N3CCCC3)nc3sc4c(N5CCNCC5)ncnc4c23)CO1
    -0.4	-16	nt	nt	0.4	nt	-5	-10	nt
COc1ccccc1C(=O)NCCC(=O)NCC(c1ccccc1OC)N1CCCC1 (stereo unspecified)
    0.9	-5	1	12	0.3	6	-1	nt	-20
Cc1cc2nnc(SCC(=O)N3CCOCC3)n2c2ccccc12
    -0.9	3	-16	1.1	-0.2	15	-14	-10	0
CC(=O)c1ccc(N2CCN(C(=O)c3noc4c3CSc3ccccc3-4)CC2)cc1
    9.6	3	-11	1.0	4.6	7	-11	11	33
CCCCNC(=O)[C@H](CSCc1ccccc1)N1Cc2ccccc2C1=O
    -1.8	-18	0	0.6	-2.1	4	7	-1	2
O=C(COc1cc2oc(=O)cc(-c3ccccc3)c2cc1Cl)NCC1CCC(C(=O)O)CC1 (stereo unspecified)
    1.0	-1	-7	0.6	0.2	20	-1	0	-8
O=C(NCCCN1CCOCC1)C(=O)N/N=C/c1ccccc1Cl
    -0.5	-22	-8	0.1	-1.1	6	-9	-9	-12
CCNc1ccc(S(=O)(=O)N(C)C)cc1NCC(=O)Nc1ccccc1Cl
    1.9	-19	6	0.6	0.9	4	-6	-1	2
C=CCn1c(/N=C/c2ccc3c(c2)OCO3)nc2ccccc21
    -0.4	-1	-21	0.3	-0.3	14	1	-7	-1
CCOc1ccc(S(=O)(=O)NCCC(=O)OCC(=O)c2ccc(NC(C)=O)cc2)cc1
    5.1	-10	-2	6.8	1.4	5	-12	nt	-12
CC(=O)Nc1sc(-c2ccc(Cl)cc2)nc1-c1ccccc1
    0.2	-2	-7	0.6	1.2	4	-7	0	26
CC(C)CCC(O)(CCC(C)C)C(=O)NN1CCCCC1
    0.0	-13	-18	-0.1	-0.6	12	-1	0	-6
O=C(OCCNc1nc(-c2ccccc2)nc2ccccc12)c1ccncc1
    0.6	-4	10	4.0	-0.2	17	-10	2	26
COc1ccc(C(=O)COC(=O)[C@@H](NS(=O)(=O)c2ccccc2)C(C)C)cc1
    2.1	-26	-18	1.3	0.5	21	-5	nt	14
COc1ccccc1C(=O)Nc1ccc(Oc2nnc(-c3ccc(C)cc3)c3ccccc23)cc1
    0.3	-12	-10	0.2	-1.2	19	-10	1	-13
CCc1nnc(NS(=O)(=O)c2ccc(NC(=O)c3ccc(S(=O)(=O)N(CC)CC)cc3)cc2)s1
    0.2	-1	-11	0.2	0.3	9	-12	5	6
Cc1ccccc1OCCNC(=O)CNC(=O)c1ccccc1O
    2.4	-14	-15	2.2	2.6	19	-4	3	nt
O=S(=O)(c1cc(Cl)ccc1Cl)N1CCNCC1
    -0.1	-3	-8	0.5	1.2	18	-6	14	-5
O=C(NNC(=O)C1CCN(Cc2ccccc2)CC1)c1cccc(Cl)c1
    1.0	-20	-18	0.7	1.2	16	-10	-20	-13
CCN1CCN(C(=S)Nc2ccsc2C(=O)OC)CC1
    0.9	-4	-5	0.3	0.8	5	1	-9	-1
CCCN1CCC(NC(=O)CCc2nnc(-c3ccccc3)o2)CC1
    0.3	2	-4	0.4	-0.3	6	-7	-2	0
CNC(C)C(=O)NC(C(=O)NC(C)C(=O)Nc1cccc2ccccc12)C(C)C (stereo unspecified)
    nt	nt	-7	0.4	nt	14	nt	nt	-5
CCN(C(=O)COC(=O)c1c(C)c(-c2ccccc2)nc2ccccc12)C1CCS(=O)(=O)C1 (stereo unspecified)
    2.3	5	-19	3.8	2.1	15	-2	-9	14
CCCNC(=O)C1CCN(S(=O)(=O)c2c(C)noc2/C=C\c2ccc(OC)cc2)CC1
    1.1	-16	2	0.5	0.5	19	-4	-2	-13
O=c1[nH]c2cc([N+](=O)[O-])ccc2c2cc(Br)ccc12
    nt	nt	-3	0.3	nt	-1	nt	nt	2
Nc1c(NC=O)c(=O)n(Cc2ccccc2)c(=O)n1Cc1ccccc1
    -0.1	-25	-5	0.6	-0.1	12	2	nt	-31
CCC1=C/C(=C\c2ccc3c(c2)OCO3)C(=O)S1
    -0.6	-10	nt	nt	0.1	nt	-1	-6	nt
Cc1c(NC(=O)c2cccc(F)c2)c(=O)n(-c2ccccc2)n1C
    1.1	-3	1	0.0	0.5	-2	-4	0	10

Further entries:
Value order – V1aR counter	CHO parental Ca	CHO-K1 Ca antag	M1 ag parental	OXTR agonist	CHO-K1 Ca PAM	OXTR potentiate	GPR7 antagonist	TAAR1 antag
CCOC1=C2[C@@H](CN(S(=O)(=O)c3ccc(C)cc3)[C@H]2c2cccs2)[C@H]2C(=O)N(c3ccccc3)C(=O)[C@H]2C1
    nt	nt	9	-0.2	nt	1	nt	nt	-13
c1ccc(Oc2ccc(-c3ccn[nH]3)cc2)cc1
    -1.0	-12	2	0.7	2.0	-18	-5	-11	-2
Cc1cccc(-n2c(C)cc(C(=S)N3CCOCC3)c2C)c1C
    -1.8	-26	-14	1.4	-2.2	-11	-32	7	-14
Cc1cc(C)c(NC(=O)c2cccc3c2C(=O)N(C2CCCCC2)C3)c(C)c1
    -0.8	-33	-13	-0.6	-1.6	-4	-2	-2	nt
